TcdB inh: inhibitors of Clostridioides difficile toxin B glycohydrolase; inhibition, % at 9.99 µM; 0.24% of 350,000 active; AID 652162; TcdB glycohydrolase enzymatic assay, plate reader; in the data active = inhibition above about 10%
Target sequence (P18177 whole entry, looked up): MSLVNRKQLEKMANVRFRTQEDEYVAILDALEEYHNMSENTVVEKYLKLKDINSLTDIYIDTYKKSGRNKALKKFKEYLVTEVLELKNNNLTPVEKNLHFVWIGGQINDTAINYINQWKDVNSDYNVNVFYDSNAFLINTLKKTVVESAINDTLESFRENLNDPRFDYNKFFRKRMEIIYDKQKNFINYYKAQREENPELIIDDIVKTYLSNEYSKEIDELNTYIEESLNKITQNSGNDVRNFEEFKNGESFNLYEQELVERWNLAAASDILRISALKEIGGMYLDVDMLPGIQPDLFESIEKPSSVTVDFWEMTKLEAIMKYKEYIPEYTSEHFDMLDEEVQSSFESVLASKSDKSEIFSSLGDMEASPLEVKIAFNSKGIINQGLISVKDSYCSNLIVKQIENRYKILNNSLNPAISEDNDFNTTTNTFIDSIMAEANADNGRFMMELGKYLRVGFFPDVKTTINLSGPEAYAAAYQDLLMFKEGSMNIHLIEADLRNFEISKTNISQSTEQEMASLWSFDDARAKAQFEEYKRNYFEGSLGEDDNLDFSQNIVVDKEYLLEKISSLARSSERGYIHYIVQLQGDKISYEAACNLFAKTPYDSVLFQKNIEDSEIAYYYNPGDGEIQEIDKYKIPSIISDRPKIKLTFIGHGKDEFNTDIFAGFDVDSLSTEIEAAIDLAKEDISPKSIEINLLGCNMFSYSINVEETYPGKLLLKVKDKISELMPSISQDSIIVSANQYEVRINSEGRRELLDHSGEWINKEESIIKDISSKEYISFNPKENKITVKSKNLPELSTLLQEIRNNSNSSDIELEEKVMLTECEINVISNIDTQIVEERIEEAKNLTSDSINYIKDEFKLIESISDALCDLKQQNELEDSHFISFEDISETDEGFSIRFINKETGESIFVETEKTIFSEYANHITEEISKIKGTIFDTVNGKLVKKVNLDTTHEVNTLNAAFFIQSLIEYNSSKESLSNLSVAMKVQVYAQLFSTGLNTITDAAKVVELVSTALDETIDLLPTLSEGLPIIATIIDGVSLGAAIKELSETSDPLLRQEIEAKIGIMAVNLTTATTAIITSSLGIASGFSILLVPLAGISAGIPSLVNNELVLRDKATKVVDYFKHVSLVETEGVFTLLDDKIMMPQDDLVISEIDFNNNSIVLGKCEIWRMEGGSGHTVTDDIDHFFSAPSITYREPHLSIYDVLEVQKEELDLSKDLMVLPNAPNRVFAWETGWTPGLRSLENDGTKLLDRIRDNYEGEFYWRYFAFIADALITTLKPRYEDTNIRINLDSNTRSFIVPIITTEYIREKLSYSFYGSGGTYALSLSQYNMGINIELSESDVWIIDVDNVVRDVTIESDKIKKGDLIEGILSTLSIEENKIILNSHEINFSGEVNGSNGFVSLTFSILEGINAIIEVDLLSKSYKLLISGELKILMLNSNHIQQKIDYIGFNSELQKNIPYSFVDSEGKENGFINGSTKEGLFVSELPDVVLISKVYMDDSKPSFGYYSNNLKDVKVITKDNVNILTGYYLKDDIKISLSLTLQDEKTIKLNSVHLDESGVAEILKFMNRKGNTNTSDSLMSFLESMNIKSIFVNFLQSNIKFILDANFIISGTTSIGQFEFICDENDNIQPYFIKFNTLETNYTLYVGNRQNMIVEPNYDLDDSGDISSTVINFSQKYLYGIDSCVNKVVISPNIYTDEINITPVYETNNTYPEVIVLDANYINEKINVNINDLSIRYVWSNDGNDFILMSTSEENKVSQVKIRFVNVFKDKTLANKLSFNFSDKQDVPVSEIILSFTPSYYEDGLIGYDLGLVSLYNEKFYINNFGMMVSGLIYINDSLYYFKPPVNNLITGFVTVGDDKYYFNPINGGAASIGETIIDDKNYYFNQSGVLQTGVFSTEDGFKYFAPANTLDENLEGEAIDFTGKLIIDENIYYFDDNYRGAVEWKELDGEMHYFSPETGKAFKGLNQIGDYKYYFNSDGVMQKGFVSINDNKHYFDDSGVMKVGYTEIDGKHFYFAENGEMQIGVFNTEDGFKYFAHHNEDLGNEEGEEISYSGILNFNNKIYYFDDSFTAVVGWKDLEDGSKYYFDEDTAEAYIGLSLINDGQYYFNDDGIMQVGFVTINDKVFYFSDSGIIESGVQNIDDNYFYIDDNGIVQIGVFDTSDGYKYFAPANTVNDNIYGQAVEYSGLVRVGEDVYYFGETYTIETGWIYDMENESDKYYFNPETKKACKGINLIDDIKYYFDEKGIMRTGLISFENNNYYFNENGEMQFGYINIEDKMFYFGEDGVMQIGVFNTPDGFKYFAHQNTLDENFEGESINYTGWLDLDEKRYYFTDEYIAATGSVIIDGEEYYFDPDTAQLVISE
SARS 3CLpro inh: SARS-CoV 3CLpro protease inhibition. P0C6X7. recombinant SARS-CoV 3CLpro, quenched FRET peptide cleavage. inhibition, % at 6 µM. 0.14% of 290,000 active; in the data active = inhibition above about 12%
PfHsp40 yeast: rescue of PfHsp40-mediated yeast toxicity; 0.68% of 340,000 active; growth rescue, % at 12.5 µM; S. cerevisiae expressing PfHsp40, growth rescue, ATP luminescence; AID 504582; in the data active = growth rescue above about 28%, passing the limit was not always enough; inconclusive = no clear call, values can overlap the other calls;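 also: yeast W303a lacking pdr1 and pdr3 grown in galactose medium; growth measured after three days at 30 °C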
PrPC TRFRET: reduces human prion protein on the cell surface; cell surface PrPC, TR-FRET read-out; inhibition, % at 13.8 µM; 0.43% of 370,000 active; AID 720596; in the data active = inhibition above about 24%; also: 0% = median of the test wells and 100% = reference compound wells
BoNT A protease: BoNT A light chain protease inhibition. multiplex microsphere protease substrate cleavage, flow cytometry. inhibition, % at 10 µM. 0.17% of 360,000 active; also: plate controls were buffer without enzyme for full effect and enzyme alone for no effect
SSB-PriA inh: K. pneumoniae PriA-SSBct interaction inhibition | 0.6% of 430,000 active | AlphaScreen SSBct-PriA binding, biotinylated peptide | inhibition, % at 33 µM | AID 1272365; in the data active = inhibition mostly above about 37%, no sharp cut-off; inactive = mostly below about 20%;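 also: plate controls were negative control peptide for no effect and reference peptide for full effect; strong numbers were not always called active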
Y pestis TopoI: Y. pestis Topo-I inhibition via cleavage products; Y. pestis Topo-I cleavage product accumulation, plate reader; activity, % at 10 µM; 0.064% of 360,000 active; AID 504884; in the data active = activity above about 50%, passing the limit was not always enough; inconclusive = no clear call, values can overlap the other calls; also: inactives centre near 2
Anthrax LF prot: inhibitors of Bacillus anthracis lethal factor protease. P15917. multiplex microsphere protease cleavage assay, LF. inhibition, % at 10 µM. 0.12% of 360,000 active. AID 588501; also: plate controls were buffer without enzyme for full effect and enzyme alone for no effect
BH1578 lux ind: quorum light induction in luxS cqsA deficient V. cholerae; activation, % at 18.7 µM; 0.16% of 350,000 active; V. cholerae BH1578 lux reporter, luminescence, 6 h; in the data active = activation mostly above about 9.7%, no sharp cut-off; inconclusive = no clear call, values can overlap the other calls; inactive = mostly below about 3.7%; also: not every result past the cut was called active; inactives centre near 0; reference of the scale not given here
* hit, by the source's call; i = inactive; ? = inconclusive; · = no result given; & = joins results of further samples. Rule as the data show it, unless noted: active = inhibition above about 30%; inconclusive = no clear call, values can overlap the other calls; inactive = below that. A portion of the library. The share of hits here may be higher or lower than overall.

Sample of the layout:
Every second line gives: TcdB inh, BH1578 lux ind, SARS 3CLpro inh, SSB-PriA inh, Anthrax LF prot, Y pestis TopoI, BoNT A protease, PrPC TRFRET, PfHsp40 yeast
1) O=c1o[nH]c(-c2ccccc2)c1-c1ccccc1
 : 1.9, -0.4, ·, 9, ·, -1, ·, 4, ·
2) Cc1cc(NC(NC(=O)c2ccco2)(C(F)(F)F)C(F)(F)F)no1
 : ·, 5.9, -1, -4, 0, 5, -2.1, -4, -1.2
3) COCCNC(=O)CCc1ccc(S(=O)(=O)Nc2ccc(C)cc2)cc1
 : ·, -0.4, -4, -5, 0, 5, 0.1, 12, 0.2
4) O=C(O)CSc1nnc(-c2ccc(Cl)cc2Cl)n1-c1ccccc1
 : 0.9, -1.0, 8, -4, 8, 3, 1.8, -2, 1.7
5) CC(=O)CCc1oc2ccc(C)cc2c1-c1ccccc1
 : 0.4, -0.2, 2, -20, -4, 5, -2.0, -3, 3.1

The listing, previewed entries included:
Every second line gives: TcdB inh, BH1578 lux ind, SARS 3CLpro inh, SSB-PriA inh, Anthrax LF prot, Y pestis TopoI, BoNT A protease, PrPC TRFRET, PfHsp40 yeast
1) O=c1o[nH]c(-c2ccccc2)c1-c1ccccc1
 : 1.9, -0.4, ·, 9, ·, -1, ·, 4, ·
2) Cc1cc(NC(NC(=O)c2ccco2)(C(F)(F)F)C(F)(F)F)no1
 : ·, 5.9, -1, -4, 0, 5, -2.1, -4, -1.2
3) COCCNC(=O)CCc1ccc(S(=O)(=O)Nc2ccc(C)cc2)cc1
 : ·, -0.4, -4, -5, 0, 5, 0.1, 12, 0.2
4) O=C(O)CSc1nnc(-c2ccc(Cl)cc2Cl)n1-c1ccccc1
 : 0.9, -1.0, 8, -4, 8, 3, 1.8, -2, 1.7
5) CC(=O)CCc1oc2ccc(C)cc2c1-c1ccccc1
 : 0.4, -0.2, 2, -20, -4, 5, -2.0, -3, 3.1
6) COc1cccc(S(=O)(=O)N2CCN(C(=O)c3ccco3)CC2)c1
 : 0.7, -4.5, 0, -4, -2, -3, -0.7, 0, 0.1
7) CC(C)c1ccc(N(C(=O)c2csnn2)C(C(=O)NC(C)(C)C)c2ccncc2)cc1 (stereo unspecified)
 : ·, -0.5, 0, 3, -1, 2, -1.2, -3, 0.4
8) COCc1n[nH]c(=S)n1-c1cccc2ccccc12
 : ·, i, 1, -10, 3, 4, 1.8, 7, 0.5
9) COc1ccc2oc(C)c(C(=O)Cn3ccnc3)c2c1
 : ·, i, 4, -7, 1, -2, 0.2, 4, -0.7
10) Cc1ccc(NC(=O)c2cnccn2)c(Br)c1
 : -0.2, i, -2, -29, 19, 1, 3.0, -2, -0.8
11) COC(=O)c1cn(NC(=O)/C=C/c2ccc(OC)c(OC)c2)c(=O)c2ccccc12
 : ·, -0.2, -3, -6, 1, -9, 0.9, 6, -1.4
12) Cc1cc(C)cc(NC(=O)CN2CCc3cc4c(cc3C2C)OCCCO4)c1 (stereo unspecified)
 : 1.0, i, 5, 0, -1, 21, -1.0, 3, -1.1
13) COc1ccc(-c2cc(C(=O)NC3CCCC3)c3ccccc3n2)cc1OC
 : 0.7, -0.5, ·, -7, 2, 18, -1.7, -8, -0.3
14) O=C(c1cccc(NS(=O)(=O)c2ccc(Br)cc2)c1)N1CCCCC1
 : -5.8, i, ·, -14, -2, 4, 0.8, 2, -0.3
15) COCCn1cnc2c1c(=O)n(Cc1ccc(Br)cc1)c(=O)n2Cc1ccccc1
 : 1.6, i, 4, -7, 11, 12, 2.2, 13, -0.3
16) CC1(C)CC(=O)C2=C(C1)Nc1[nH]c(=S)[nH]c(=O)c1C2c1ccccc1 (stereo unspecified)
 : ·, -17, 2, 0, -1, -6, 0.1, -2, -0.4
17) COC(=O)c1c(-c2cccnc2)csc1NC(=O)c1cc(C)on1
 : 1.0, -1.0, 2, 2, -4, 1, 0.3, 0, 0.4
18) COc1ccc(CNC(=O)CSc2nccn(-c3ccc(F)c(F)c3)c2=O)cc1
 : 0.0, i, ·, 3, -1, 5, -3.5, -2, 1.7
19) Clc1ccc(C2NCCc3sccc32)cc1 (stereo unspecified)
 : 1.1, -0.3, 6, -5, 1, 8, 0.1, 9, 1.2
20) Cc1ccc(S(=O)(=O)N2CCN(Cc3ccccc3)CC2)cc1
 : 1.6, -1.0, 1, -6, -6, 5, -3.3, -3, -0.4
21) CN(C)C1(CNC(=O)c2cccc(S(=O)(=O)NCc3ccccc3)c2)CCCCC1
 : -0.8, i, ·, 5, 3, -12, 2.0, 3, 0.0
22) O=C(NCCCCc1ccccc1)C1CC(c2ccccc2C(F)(F)F)=NO1 (stereo unspecified)
 : 0.0, -0.3, ·, -22, -2, 11, -0.3, 3, 4.5
23) CCCCOc1ccc(C(=O)NN2CCN(C)CC2)cc1
 : ·, i, 6, 3, 0, 2, 1.6, 5, -0.1
24) CC1(C(=O)Nc2cnc3ccccc3c2)CCN1CCc1ccccc1 (stereo unspecified)
 : 0.3, i, ·, ·, -4, 29, -0.1, 5, ·
25) Oc1ccc(C2=NNC(=NCc3ccc4c(c3)OCO4)SC2)c(O)c1
 : ·, i, 5, 19, -1, -13, -0.3, 7, -2.0
26) COc1ccccc1OCCCCN1CCN(C(c2ccccc2)c2ccccc2)CC1
 : ·, -1.4, 0, 26, -3, 21, 0.1, -7, -0.5
27) COc1cccc(C(CCc2cc(OC)c(OC)c(OC)c2)NC(C)=O)c1 (stereo unspecified)
 : -0.8, 2.7, ·, -6, -1, -1, -0.5, -5, -1.2
28) CCCN(CC(=O)Nc1ccccc1C)C(=O)c1ccc(=O)n(Cc2ccccc2)n1
 : 1.2, i, ·, -2, 2, -1, 0.8, 4, -0.7
29) O=C(CCCc1nc(-c2ccc(Cl)cc2)no1)Nc1cccnc1
 : ·, -0.4, 4, -21, -10, -6, -2.7, 16, 3.2
30) COC(=O)c1ccccc1NC(=O)CSc1nncn1-c1cccnc1
 : 1.6, -0.5, 3, -8, -2, 10, 1.2, -5, -0.2
31) O=C(Nc1ccc(F)cc1Cl)C1=COCCO1
 : -1.9, -7.1, ·, 0, -10, -7, -2.5, -7, 0.5
32) CC1=C(OC(=O)C(C)(C)C)C(C)(C)C(c2ccccc2)OC1=O (stereo unspecified)
 : ·, -0.4, 3, -1, -1, -4, -1.1, 1, -0.1
33) Cc1cc(C)c(NC2=NCCS2)cc1C
 : -0.3, i, ·, ·, -4, -11, -0.7, 2, ·
34) COc1ccc(S(=O)(=O)Nc2ccc(O)c(Sc3nc4ccccc4s3)c2)cc1
 : ·, -0.3, 12, 3, 1, -7, 0.3, 12, 0.5
35) CC(C)C(=O)N1CCN(c2ccc([N+](=O)[O-])c(NC(C)c3ccccc3)c2)CC1 (stereo unspecified)
 : 2.1, i, 3, 49*, -8, 20, -1.4, -15, 0.3
36) O=C(NNC(=O)c1ccc2ccccc2c1O)c1cccs1
 : 0.3, i, -3, 0, 7, 4, -3.2, 4, -0.4
37) COC(=O)c1ccc(CNC(=O)CSc2nc3sc(C)c(C)c3c(=O)n2C)o1
 : -0.3, -0.4, 5, 3, -3, 4, 0.2, 3, 0.2
38) O=C(NC1CC(=O)N(c2cccc(F)c2)C1)N1CCN(C(=O)c2ccco2)CC1 (stereo unspecified)
 : 0.8, 0.0, ·, 0, ?, -2, -2.9, 0, -0.3
39) CCOCc1nnc(NC(=O)C2c3ccccc3Oc3ccccc32)s1
 : 0.5, -0.2, 7, -11, -1, -3, -0.3, 5, -0.1
40) COc1cccc(N(CC(=O)N2CCN(Cc3ccccc3)CC2)S(C)(=O)=O)c1
 : 0.5, 0.0, ·, ·, 1, 0, -0.2, 3, ·
41) COc1ccc(C2=NN(CN3C(=O)C(=O)c4ccccc43)C(c3ccc(C)cc3)C2)cc1 (stereo unspecified)
 : ·, i, 3, -11, 5, -9, -0.8, -4, 1.3
42) COc1ccc(/C(O)=C2/C(=O)C(=O)N(c3ncccn3)C2c2ccc(OC)cc2)cc1 (stereo unspecified)
 : -0.6, -0.3, -5, ·, 0, -2, 0.2, -3, 0.4
43) CCC(=NOCc1ccccc1)C(=O)NNS(=O)(=O)c1ccc(C)cc1
 : -0.4, -3.3, ·, -8, -4, 19, -0.9, 4, 1.6
44) COc1ccccc1/C=C1/C(=O)ON=C1C
 : 0.5, i, 2, -4, -2, 12, -1.2, -4, -0.7
45) Cc1ccc(CNc2ccc(N3CCN(C)CC3=O)cc2)cc1
 : 0.0, -0.7, ·, 1, -4, 9, 0.4, -8, -0.8
46) CC1CCC(=NNc2ccc(C(F)(F)F)cc2[N+](=O)[O-])CC1 (stereo unspecified)
 : -1.2, 1.1, -3, 73*, -4, 1, -1.0, -5, -0.8
47) O=C(CSCc1ccc(Cl)cc1)Nc1ccc2c(c1)OCCO2
 : ·, 3.8, 4, -14, 1, 23, 3.0, 6, 5.2
48) COCCN1C(=O)COc2ccccc2C1C(=O)NC1CCCCC1 (stereo unspecified)
 : 0.8, ·, ·, ·, 3, ·, 0.6, 7, ·
49) COc1cc2c(cc1OC)C(c1ccc(SC)cc1)CC(=O)N2 (stereo unspecified)
 : 0.9, -0.8, 6, 17, 5, 3, -3.7, -1, -1.6
50) Cc1nn(S(=O)(=O)c2ccc(Cl)cc2)c(C)c1S(=O)(=O)N1CCOCC1
 : 0.5, -0.2, 4, -9, -2, 2, -0.5, 0, -0.4
51) COc1ccc(/C=C2\SC(=O)NC2=S)cc1OC
 : -1.1, -0.6, -13, 2&9, 2, -1, 1.4, -3, 143*
52) COc1ccc(/C=N\NC(=O)C2CCCC2)cc1Br
 : 0.4, i, 1, ·, 1, 6, -0.3, 10, 0.2
53) COc1cc2[nH]c(=O)n(Cc3ccccc3Cl)c(=O)c2cc1OC
 : ·, 1.6, 5, -15, -2, 2, -0.8, 0, 0.7
54) NC(=O)COC(=O)CC1CC2CCC1C2 (stereo unspecified)
 : 0.9, -0.1, -3, -23, -2, 8, 0.4, 8, 0.3
55) Cc1ccc2c(CN(C)Cc3ccccc3)cc(=O)oc2c1
 : 0.5, ·, ·, ·, -8, ·, 0.2, 10, ·
56) Cn1ncc(C#N)c1/N=C/N1CCCCCC1
 : ·, -0.3, 2, ·, 4, 7, 0.7, -3, -0.1
57) O=c1[nH]cnc2c1sc1nc(-c3ccccc3)c3c(c12)CCCC3
 : -1.4, -0.2, 0, -4, 0, 9, -0.2, -5, -1.0
58) O=C(CN1C(=O)NC2(CCCCCCC2)C1=O)Nc1ccc(OC(F)F)cc1
 : 0.3, i, ·, -8, -6, -4, -8.2, 3, -0.6
59) CCN(c1ccccc1)S(=O)(=O)c1ccc2c(c1)CC(C)N2C(=O)C1CC1 (stereo unspecified)
 : 1.2, -0.3, 5, -8, -2, 37, -2.8, 10, -0.2

In another format: results already given
cpd	SMILES	TcdB inh	BH1578 lux ind	SARS 3CLpro inh	SSB-PriA inh	Anthrax LF prot	Y pestis TopoI	BoNT A protease	PrPC TRFRET	PfHsp40 yeast
49	COc1cc2c(cc1OC)C(c1ccc(SC)cc1)CC(=O)N2 (stereo unspecified)	0.9	-0.8	6	17	5	3	-3.7	-1	-1.6
54	NC(=O)COC(=O)CC1CC2CCC1C2 (stereo unspecified)	0.9	-0.1	-3	-23	-2	8	0.4	8	0.3

Screens as filed in PubChem.
